NR5A2 inv ag = inverse agonists of human LRH-1 (NR5A2). O00482. HEK293T StAR-luciferase reporter, LRH-1 transfected, 24 h. inhibition, % at 3.6 µM. 360,000 tested, 0.13% active;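 active = inhibition above the mean inhibition of all tested compounds plus 3 SD, cut at about 73% in these data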;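 note: 0% = DMSO wells and 100% = reporter-only cells lacking LRH-1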
EBV LMP1 NFkB = reduces LMP1-driven NF-kappaB luciferase signal; LMP1-induced NF-kappaB luciferase reporter cells, luminescence; inhibition, % at 12.5 µM; 350,000 tested, 0.69% active; in the data active = inhibition above about 41%;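 note: 0% = neutral control wells and 100% = reference inhibitor control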
ABHD5 PLIN5 PPI = ABHD5-PLIN5 protein interaction inhibition | 360,000 tested, 0.78% active | inhibition, % at 4 µM | Split G. princeps luciferase complementation, luminescence, 4 h | Q00G26+Q8WTS1 | AID 602281;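 active = inhibition above the mean inhibition across every tested compound plus 3 SD, cut at about 22% in these data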;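 note: 0% = DMSO only wells and the 100% control is not disclosed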
SRC3 inh = inhibits human SRC3 coactivator; HEK293 GAL4-SRC3 luciferase reporter, luminescence; inhibition, % at 3.6 µM; 360,000 tested, 0.17% active; AID 588352;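 active = inhibition above a per-campaign cutoff, the mean of all compounds plus 3 SD, cut at about 60% in these data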;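 note: 0% = DMSO-treated cells and 100% = gossypol-treated cells at 36 µM; higher means less SRC3-driven luciferase light from the GAL4 reporter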
TLR9-MyD88 block = inhibitors of human TLR9-MyD88 binding; CHO BLA complementation TLR9-MyD88, CCF4 FRET ratio; inhibition, % at 4.98 µM; 340,000 tested, 0.21% active; AID 504734;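 active = inhibition above the mean over all tested compounds plus 3 SD, cut at about 21% in these data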;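 note: 0% = DMSO only wells and 100% = clavulanate BLA inhibitor control wells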
NOD2-RIPK2 inh = NOD2-RIPK2 protein interaction inhibition | inhibition, % at 4.98 µM | 360,000 tested, 0.38% active | CHO BLA complementation NOD2-RIPK2, CCF4 ratio | O43353 | AID 624267; in the data active = inhibition above about 21%;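 note: 0% = vehicle only and 100% = reference blocker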
NCOA2 inhibitor = human SRC2 (NCOA2) inhibition; 370,000 tested, 0.17% active; HEK293 GAL4-SRC2 luciferase reporter, luminescence; inhibition, % at 9 µM;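 active = inhibition above the mean inhibition of all tested compounds plus 3 SD, set per campaign, cut at about 52% in these data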;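 note: 0% = DMSO treated cells and 100% = cells given Gossypol at 36 µM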
MC4R ag barr = activates human MC4R beta-arrestin recruitment | P32245 | U2OS MC4R beta-arrestin complementation, luminescence; percent of melanotan II response, DMSO zero | activation, % at 8.9 µM | 360,000 tested, 0.98% active;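 active = activation above a per-plate cutoff, the mean activation of sample wells on that plate plus 3 SD, cut at about 8% in these data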
COUP-TFII inh = inhibitors of human COUP-TFII (NR2F2); P24468; 370,000 tested, 0.7% active; inhibition, % at 8.6 µM; HEK293T NGFI-A luciferase reporter, luminescence;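 active = inhibition above a per-plate cutoff, mean inhibition of test wells between control levels plus 3 SD, cut at about 38% in these data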;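 note: cells cotransfected with COUP-TFII expression vector driving the NGFI-A reporter; 0% = median of COUP-TF2 test wells and 100% = reporter-only cells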
NCOA1 inh = inhibits human SRC1 coactivator; Q15788; HEK293 GAL4-SRC1 luciferase reporter, luminescence; inhibition, % at 3.6 µM; 360,000 tested, 0.12% active;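 active = inhibition above the campaign mean plus 3 SD, with each screening campaign given its own cutoff, cut at about 60% in these data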;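 note: 0% = DMSO treated cells and 100% = gossypol at 36 µM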
Target sequence (Q15788 whole entry, looked up, the tested form may be a part): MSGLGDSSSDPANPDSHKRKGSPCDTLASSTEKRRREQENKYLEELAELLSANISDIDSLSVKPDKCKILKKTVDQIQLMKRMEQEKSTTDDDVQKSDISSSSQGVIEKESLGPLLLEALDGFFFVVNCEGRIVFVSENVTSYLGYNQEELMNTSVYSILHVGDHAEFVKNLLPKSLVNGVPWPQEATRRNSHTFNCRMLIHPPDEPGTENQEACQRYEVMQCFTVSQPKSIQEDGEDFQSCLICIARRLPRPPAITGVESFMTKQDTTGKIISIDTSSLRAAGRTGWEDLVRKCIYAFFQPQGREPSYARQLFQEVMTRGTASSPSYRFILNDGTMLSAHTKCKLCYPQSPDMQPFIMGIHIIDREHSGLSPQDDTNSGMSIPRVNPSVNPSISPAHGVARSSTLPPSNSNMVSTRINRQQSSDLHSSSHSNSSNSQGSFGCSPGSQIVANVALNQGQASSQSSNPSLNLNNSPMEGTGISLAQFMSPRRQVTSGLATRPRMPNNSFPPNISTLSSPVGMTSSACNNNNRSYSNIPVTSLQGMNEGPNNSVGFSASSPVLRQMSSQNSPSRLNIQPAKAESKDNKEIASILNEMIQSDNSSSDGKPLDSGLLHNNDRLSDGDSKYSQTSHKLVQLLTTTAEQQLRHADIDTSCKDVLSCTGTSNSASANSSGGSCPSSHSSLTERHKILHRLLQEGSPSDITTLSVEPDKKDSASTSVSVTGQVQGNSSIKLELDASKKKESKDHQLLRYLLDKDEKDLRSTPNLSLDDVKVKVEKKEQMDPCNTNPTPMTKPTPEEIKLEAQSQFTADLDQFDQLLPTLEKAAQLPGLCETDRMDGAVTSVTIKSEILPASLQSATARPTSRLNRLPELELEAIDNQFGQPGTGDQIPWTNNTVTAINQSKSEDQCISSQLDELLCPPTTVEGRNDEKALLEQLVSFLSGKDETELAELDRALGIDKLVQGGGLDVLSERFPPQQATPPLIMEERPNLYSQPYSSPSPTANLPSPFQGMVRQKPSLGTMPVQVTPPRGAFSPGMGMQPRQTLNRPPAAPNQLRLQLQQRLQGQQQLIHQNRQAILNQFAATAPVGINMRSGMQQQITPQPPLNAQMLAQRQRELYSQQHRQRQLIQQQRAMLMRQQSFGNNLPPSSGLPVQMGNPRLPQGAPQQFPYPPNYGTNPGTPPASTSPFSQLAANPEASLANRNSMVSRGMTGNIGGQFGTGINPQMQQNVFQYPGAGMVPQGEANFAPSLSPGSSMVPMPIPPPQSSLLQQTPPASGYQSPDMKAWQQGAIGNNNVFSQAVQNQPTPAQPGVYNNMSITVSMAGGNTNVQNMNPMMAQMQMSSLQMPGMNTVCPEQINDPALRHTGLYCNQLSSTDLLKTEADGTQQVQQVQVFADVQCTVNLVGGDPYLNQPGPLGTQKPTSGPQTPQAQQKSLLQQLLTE
MC4R antagonist = blocks human MC4R cAMP signaling; inhibition, % at 6.5 µM; 360,000 tested, 0.48% active; P32245; MC4R-expressing cells, MTII-stimulated cAMP, LANCE TR-FRET;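 active = inhibition above its plate's cutoff, the mean of tested wells on that plate plus 3 SD, cut at about 29% in these data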;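 note: 0% = Melanotan II alone and 100% = Melanotan II plus saturating MCL0020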
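Material: human MC4R-expressing U2OS cells. Probe or stimulus: Melanotan II challenge. Dosing: 6.5 µM single dose. Times: 30-min compound, 1-h challenge, 1-h detection, room temperature. Technique: TR-FRET with Eu-cAMP and labeled anti-cAMP, 671 nm. Replication: singlicate.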
The depositor's hits bear a star; x = no result given. This is a subset; count on the stated rates, not on these rows.

item	NR5A2 inv ag	EBV LMP1 NFkB	ABHD5 PLIN5 PPI	SRC3 inh	TLR9-MyD88 block	NOD2-RIPK2 inh	NCOA2 inhibitor	MC4R ag barr	COUP-TFII inh	NCOA1 inh	MC4R antagonist	structure
1	4	-16	-7	23	0	-1	-21	0.2	-22	3	8	CC1(C)C(=O)OC(c2ccco2)C(C)(C)C1=O (stereo not given)
2	-7	-7	0	18	2	3	10	-1.5	-6	-6	10	O=C(CCC1(C(=O)O)CCC(=O)NC1)NCc1ccccc1 (stereo not given)
3	19	1	0	3	2	1	-13	0.2	2	-1	3	Cc1ccc(CN2CC34C=CC(O3)C(C(=O)NCc3ccc5c(c3)OCO5)C4C2=O)cc1 (stereo not given)
4	20	1	0	0	-1	-3	1	0.2	1	-18	4	CCC(CC)C(=O)Nc1c2c(nn1-c1ccc(C)cc1)CS(=O)(=O)C2
5	9	-2	13	11	-6	-17	-8	3.7	14	6	1	CCOC(=O)C1(Cc2cccc(F)c2)CCN(CCCn2cccn2)CC1
6	-45	-38	-4	-41	-2	1	-33	-2.0	-39	-29	4	CCn1c(O)c(N=Nc2ccc3ccccc3n2)c2ccccc21
7	-31	4	-7	0	-4	-10	11	1.2	-7	-31	1	Cc1cc(Sc2nc(NC(C)C)nc(NC(C)C)n2)nc(Cl)n1
8	-1	-11	-3	-7	3	-3	13	-1.6	12	-10	-2	O=C(CNC(=O)Cn1ccc2ccccc2c1=O)NCCCN1CCCCCC1
9	6	-7	-4	10	-1	-3	-20	-2.4	4	-18	-2	CCN(CC)S(=O)(=O)c1cccc(NC(=O)COC(=O)c2cc(=O)c3ccccc3o2)c1
10	-9	-7	-4	7	-6	2	-3	-2.1	18	-11	3	CN1/C(=C\C(=O)COC(=O)c2ccc([N+](=O)[O-])o2)C(C)(C)c2ccccc21
11	-24	6	7	2	-15	3	-23	-2.9	-1	-7	1	COc1ccc(NC(=O)CSc2nnc(NC(=O)C3CC3)s2)cc1OC
12	11	-2	-3	-11	-1	3	9	1.4	6	7	1	COc1ccc(C(=O)NC(C)c2nnc(SCC(=O)NC3CCCC3)n2C)cc1 (stereo not given)
13	9	5	-2	19	-1	-14	-23	-5.7	16	-1	-4	CCN(CC)S(=O)(=O)c1ccc(N2CCCC2)c(NC(=O)C2CCCCC2)c1
14	-7	0	0	17	-1	-3	-46	-1.6	-1	1	-5	CSCCC(NS(=O)(=O)c1ccc2[nH]c(=O)c(=O)[nH]c2c1)C(=O)O (stereo not given)
15	-24	-30	1	-5	-5	9	9	-0.9	-11	-32	-3	O=c1cc(-c2ccccc2)[nH]n1-c1nc2ccccc2s1
16	8	-2	4	-12	8	-7	-9	-1.6	7	5	0	COC(=O)C(N)Cc1ccc(OC)c([N+](=O)[O-])c1 (stereo not given)
17	4	-1	3	-5	-1	-4	-3	0.2	-1	-6	-5	O=C(NCc1ccc(F)cc1)C(c1ccccc1)N(C(=O)c1csnn1)C1CCCC1 (stereo not given)
18	10	-3	-8	-8	-4	2	-10	-4.0	-15	-2	-4	O=C(CN1C(=O)NC2NC(=O)NC21)N/N=C/c1ccc(F)cc1 (stereo not given)
19	-4	-3	-1	10	-4	4	-31	-0.1	13	-17	18	O=C(c1ccccc1-c1nc(-c2ccc(F)cc2)no1)N1CCCC1
20	-41	-7	8	-27	0	7	-43	-1.9	-7	-26	7	c1ccc(C(Cc2nc(-c3ccccn3)no2)c2ccccc2)cc1
21	-9	11	9	0	1	5	0	-1.6	1	-2	2	O=C(COC(=O)CCOc1ccccc1)NCc1ccco1
22	-4	-2	8	-27	0	1	-2	-2.2	-6	6	2	O=C(/C=N/O)NCCCN1CCCCCC1
23	5	-4	7	-7	4	-5	-9	-0.6	-4	-6	11	O=C(COn1nnc2ccc(S(=O)(=O)N3CCOCC3)cc21)NCCc1ccccc1
24	-15	-4	1	-22	0	-4	-16	-1.8	-1	0	7	CC(CN1CCOCC1)OC(=O)C(C)(c1ccccc1)c1ccccc1 (stereo not given)
25	-1	3	-1	5	-1	0	-2	0.2	18	-2	19	COc1cc(OC)cc(C(=O)NCC(=O)OC2CCOC2=O)c1 (stereo not given)

Structures listed so far with an aryl methoxy group:
item	NR5A2 inv ag	EBV LMP1 NFkB	ABHD5 PLIN5 PPI	SRC3 inh	TLR9-MyD88 block	NOD2-RIPK2 inh	NCOA2 inhibitor	MC4R ag barr	COUP-TFII inh	NCOA1 inh	MC4R antagonist	structure
11	-24	6	7	2	-15	3	-23	-2.9	-1	-7	1	COc1ccc(NC(=O)CSc2nnc(NC(=O)C3CC3)s2)cc1OC
12	11	-2	-3	-11	-1	3	9	1.4	6	7	1	COc1ccc(C(=O)NC(C)c2nnc(SCC(=O)NC3CCCC3)n2C)cc1 (stereo not given)
16	8	-2	4	-12	8	-7	-9	-1.6	7	5	0	COC(=O)C(N)Cc1ccc(OC)c([N+](=O)[O-])c1 (stereo not given)
25	-1	3	-1	5	-1	0	-2	0.2	18	-2	19	COc1cc(OC)cc(C(=O)NCC(=O)OC2CCOC2=O)c1 (stereo not given)

Later entries
item	NR5A2 inv ag	EBV LMP1 NFkB	ABHD5 PLIN5 PPI	SRC3 inh	TLR9-MyD88 block	NOD2-RIPK2 inh	NCOA2 inhibitor	MC4R ag barr	COUP-TFII inh	NCOA1 inh	MC4R antagonist	structure
26	-23	14	2	14	-12	-7	-68	-2.6	1	-1	-1	COc1cc(C(=O)NCC(=O)NCCN2C(=O)S/C(=C\c3ccccc3Cl)C2=O)cc(OC)c1OC
27	-17	-16	-2	-44	9	3	9	0.4	-33	-22	-5	Cc1ccc(OCc2cc(C(=O)N(C)Cc3cnn(C)c3)no2)cc1C
28	-11	-2	-1	0	10	-4	10	-2.3	0	-1	-1	COCCCNC(=S)NNC(=O)C1CC1c1ccc(C(C)(C)C)cc1 (stereo not given)
29	2	-53	14	25	3	0	-33	-1.6	-1	-10	5	CCOC(=O)c1c(CN2CCN(C)CC2)n(C)c2cc(Br)c(OC)cc12
30	5	x	-3	x	x	0	8	x	20	x	x	O=C1NC[C@H](Cc2ccc(O)cc2)N(C[C@@H]2CCCN2C[C@H](Cc2ccccc2)N2C[C@H](Cc3ccc(O)cc3)N(CCc3ccccc3)C(=O)C2=O)C1=O
31	1	7	8	-9	-9	-9	17	-0.1	-11	15	-9	CCOc1ccc(C(=O)Nc2cc3c(cc2N2CCCC2)n(CC)c(=O)n3CC)cc1OCC
32	-9	x	-3	-17	x	0	-22	3.9	5	-16	7	COc1ccc(CC(N)c2csc(NC(=O)Nc3ccccc3C(C)C)n2)cc1 (stereo not given)
33	-14	-1	-1	2	-3	7	8	-3.5	16	-4	2	CN(C(=O)COC(=O)c1ccc(S(=O)(=O)N2CCOCC2)cc1)C1CCCCC1
34	10	0	4	-19	1	-3	-25	-2.3	3	-2	1	O=C(COc1ccc(Cl)cc1Cl)N/N=C1\CCCc2ccccc21
35	-3	2	-3	-2	-3	-10	-13	-2.7	-1	-2	9	CC(NC(=O)CCC(=O)NCc1ccc(F)cc1)c1ccccc1 (stereo not given)
36	24	-1	1	16	3	3	-3	1.5	-1	2	20	C=CCNC(=O)CC12CC3CC(C1)CC(CC(=O)NCC=C)(C3)C2
37	29	4	4	-7	-6	-10	-10	-1.9	1	-8	-1	COc1ccc(CN2C(=O)NC3(CCOc4ccccc43)C2=O)cc1F (stereo not given)
38	13	-4	4	-4	7	-20	-20	-0.7	-4	-10	7	N#Cc1ccccc1COC(=O)c1ccc2c(c1)OCCO2
39	-5	9	2	20	9	-10	-8	-0.1	-4	-20	14	CCn1c(COc2ccc(Cl)cc2)nnc1SCC(=O)Nc1ccc2c(c1)OCCO2
40	-10	-4	-1	-9	11	2	6	-2.5	19	-11	1	Cc1c(NC(=O)COC(=O)c2cc3c4ccccc4n(C)c3s2)c(=O)n(-c2ccccc2)n1C
41	11	-1	-1	15	2	4	5	-2.3	-3	4	-3	Cc1ccccc1NC(=O)NCCCN1CCCC1=O
42	-19	-3	5	10	-2	2	-4	-0.5	-11	13	6	O=C1C(=O)N(CCCn2ccnc2)C(c2ccc(Cl)cc2)/C1=C(\O)c1ccc2c(c1)OCCO2 (stereo not given)
43	-3	x	-4	x	x	-1	-3	x	2	x	x	COc1ccc(CN2C(=O)CCCC2(C)c2nc3ccccc3[nH]2)cc1 (stereo not given)
44	-27	x	0	2	x	-2	-25	x	7	-15	x	COc1ccc(-c2nc3c(C)cc(Br)cn3c2Cc2ccsc2)cc1OC
45	8	-23	-1	-1	12	-4	-1	0.5	-14	2	-1	O=C(NCc1cccs1)C1CCCN(c2nc3ccccc3o2)C1 (stereo not given)
46	-10	0	2	10	-3	1	-17	0.0	-5	0	16	CCCN1CCN(C(=O)Cn2cccc2C(=O)c2ccccc2)CC1
47	0	-13	0	21	4	-12	-3	-0.5	-7	10	10	Cc1n[nH]c(C)c1CCN(C)Cc1cn(C)nc1-c1ccc2c(c1)OCCO2
48	15	8	2	20	5	13	-24	-1.1	-3	-4	6	CCN(CC)S(=O)(=O)c1ccc(N2CCOCC2)c(NC(=O)Cc2ccccc2F)c1
49	-4	4	-1	-3	-10	6	-2	-0.1	6	9	1	O=C1C(Cl)=C(N2CCCCC2)C(=O)N1c1ccccc1
50	-38	-8	-2	-18	-4	-6	-32	-2.4	-26	-32	-7	O=C(Cc1csc(NC(=O)Nc2ccc(Cl)cc2)n1)NCc1cccnc1

Record cards, from the list above.
Cc1c(NC(=O)COC(=O)c2cc3c4ccccc4n(C)c3s2)c(=O)n(-c2ccccc2)n1C reads NR5A2 inv ag: -10; EBV LMP1 NFkB: -4; ABHD5 PLIN5 PPI: -1; SRC3 inh: -9; TLR9-MyD88 block: 11; NOD2-RIPK2 inh: 2; NCOA2 inhibitor: 6; MC4R ag barr: -2.5; COUP-TFII inh: 19; NCOA1 inh: -11; MC4R antagonist: 1
Cc1ccc(OCc2cc(C(=O)N(C)Cc3cnn(C)c3)no2)cc1C reads NR5A2 inv ag: -17; EBV LMP1 NFkB: -16; ABHD5 PLIN5 PPI: -2; SRC3 inh: -44; TLR9-MyD88 block: 9; NOD2-RIPK2 inh: 3; NCOA2 inhibitor: 9; MC4R ag barr: 0.4; COUP-TFII inh: -33; NCOA1 inh: -22; MC4R antagonist: -5

Part of the list above, showing only NCOA2 inhibitor, TLR9-MyD88 block and SRC3 inh:
# | canonical_smiles | NCOA2 inhibitor | TLR9-MyD88 block | SRC3 inh
44 | COc1ccc(-c2nc3c(C)cc(Br)cn3c2Cc2ccsc2)cc1OC | -25 | x | 2
45 | O=C(NCc1cccs1)C1CCCN(c2nc3ccccc3o2)C1 (stereo not given) | -1 | 12 | -1

Compound activity as filed in PubChem BioAssay.
